Assay outcomes from PubChem BioAssay.
PLC-gamma1 inh – PLC-gamma1 (human) inhibition, primary screen | purified PLC-gamma1, fluorogenic substrate, fluorescence | 370,000 compounds, 0.84% hits | inhibition, % at 12.2 µM; in the data active = inhibition above about 9.5%
KLK7 zymogen act – proKLK7 (human) activation, primary screen; P49862; activation, % at 7 µM; purified proKLK7, EDANS-DABCYL substrate fluorescence; 100% is mature enzyme control, 0% vehicle; AID 652039; 370,000 compounds, 0.9% hits;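 active = activation above the mean of all tested compounds plus 3 SD, computed per campaign excluding outliers beyond control limits, cut at about 13% in these data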
Target sequence (P49862 whole entry, looked up): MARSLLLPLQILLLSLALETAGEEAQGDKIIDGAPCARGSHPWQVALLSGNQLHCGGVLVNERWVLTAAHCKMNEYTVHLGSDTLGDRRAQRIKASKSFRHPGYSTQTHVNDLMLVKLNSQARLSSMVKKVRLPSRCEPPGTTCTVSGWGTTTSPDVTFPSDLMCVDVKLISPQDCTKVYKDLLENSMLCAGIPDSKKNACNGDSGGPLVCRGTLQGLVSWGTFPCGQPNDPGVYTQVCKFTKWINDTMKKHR
Tn6 DDE FP – disrupts Tn6 cyclic peptide binding to fibrin D-Dimer-E complex; inhibition, % at 8.3 µM; P02675; AID 720509; Fibrin DD(E) TRITC-Tn6 fluorescence polarization displacement; 370,000 compounds, 0.21% hits;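 active = inhibition above a per-campaign cutoff: mean of compounds within control limits plus 3 SD, cut at about 15% in these data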;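 note: 0% = median of all compound wells on the plate and 100% = blocking peptide control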
ADAM17 inh – ADAM17 inhibition, QFRET primary screen; recombinant ADAM17, EDANS/DABCYL FRET peptide cleavage; 370,000 compounds, 0.83% hits; AID 720648; inhibition, % at 6.95 µM;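 active = inhibition above the mean of compounds lying between control limits plus 3 SD, set per campaign, cut at about 8.5% in these data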;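 note: 0% = DMSO-only wells as the low control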
PLC-beta3 inh – PLC-beta3 (human) inhibition, primary screen. Purified PLC-beta3, fluorogenic substrate, fluorescence. inhibition, % at 12.2 µM. 370,000 compounds, 0.18% hits. Q01970; in the data active = inhibition above about 11%;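 note: 0% = median of compound wells on plate and 100% = full blocker control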
MBD2 inh – blocks human MBD2 binding to methylated DNA | Q9UBB5 | TR-FRET, MBD2 binding to methylated oligonucleotide | inhibition, % at 4.4 µM | 370,000 compounds, 0.31% hits; in the data active = inhibition above about 13%
ARFGAP1 inhibitor – inhibits rat ARF GTPase activating protein 1. Q62848. Arfgap1-stimulated ARF1 GTP hydrolysis, GDP FP detection. inhibition, % at 16.5 µM. 360,000 compounds, 0.26% hits;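 active = inhibition above a per-plate limit, mean inhibition of low control wells plus 3 SD, cut at about 25% in these data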;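 note: 0% = DMSO wells with enzyme and 100% = wells lacking Arfgap1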
Target sequence (Q62848 1-136 limits assumed): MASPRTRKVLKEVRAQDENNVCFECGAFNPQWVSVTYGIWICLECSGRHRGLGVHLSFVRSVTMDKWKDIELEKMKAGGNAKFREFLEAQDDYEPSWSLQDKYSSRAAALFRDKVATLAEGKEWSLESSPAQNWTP
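Material: rat Arfgap1 catalytic domain, aa 1-136; also added: human ARF1(Δ1-17)-GTP substrate; compound dosing: one concentration, 16.5 µM, DMSO 1.26%; incubation: GTP hydrolysis reaction 2 h at 25 °C; measured by: Tracer-displacement fluorescence polarization with EDTA stop, 620/688 nm; evaluation: % inhibition from polarization; repeats: one replicate per compound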
DDE Tn7 FP inh – DD(E)-Tn7 binding inhibition, primary FP screen. 370,000 compounds, 0.13% hits. FP displacement of FITC-Tn7 peptide from fibrin DD(E); 0% = median of compound wells per plate. inhibition, % at 8.3 µM. P02675;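 active = inhibition above the mean of compounds falling within the control limits plus 3 SD of them, cut at about 14% in these data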;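 note: 0% = plate median of compound wells and 100% = 10 µM Aha-Tn7 peptide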
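Assay system: human fibrin DD(E) protein / Input: 2 µM fibrin DD(E) / Benchmarks: high control of 10 µM Aha-Tn7 peptide / Measured by: fluorescence polarization of the labelled Tn7 tracer / Medium: Tris buffer with calcium and detergent, pH 7.8 / Timing: 10 min compound pre-incubation, 3 h probe incubation at room temperature / Repeats: one replicate per compound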
ASAP1 GAP inh – blocks human ASAP1-stimulated Arf1 GTP hydrolysis. Q9ULH1. GDP FP detection. inhibition, % at 16.5 µM. 360,000 compounds, 0.19% hits; in the data active = inhibition above about 25%;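 note: 0% = vehicle with enzyme and substrate and 100% = no enzyme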
Target sequence (Q9ULH1 325-724 limits assumed): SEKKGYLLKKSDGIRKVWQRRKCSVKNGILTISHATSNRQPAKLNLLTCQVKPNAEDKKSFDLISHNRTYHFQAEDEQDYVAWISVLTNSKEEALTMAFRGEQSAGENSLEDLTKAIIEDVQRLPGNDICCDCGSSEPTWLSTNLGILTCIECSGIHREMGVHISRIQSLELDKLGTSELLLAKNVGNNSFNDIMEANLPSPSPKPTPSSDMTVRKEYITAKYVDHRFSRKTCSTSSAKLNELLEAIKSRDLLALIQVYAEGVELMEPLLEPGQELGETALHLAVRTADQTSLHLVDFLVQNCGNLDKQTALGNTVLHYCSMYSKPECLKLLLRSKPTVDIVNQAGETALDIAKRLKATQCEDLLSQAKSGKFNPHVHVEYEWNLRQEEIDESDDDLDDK
UHRF1 binding – human UHRF1 methylated DNA binding inhibitors; inhibition, % at 4.4 µM; AID 687016; UHRF1 binding to methylated oligo, TR-FRET; 370,000 compounds, 0.75% hits; in the data active = inhibition above about 21%;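 note: UHRF1 SRA domain binding a hemimethylated CpG hairpin DNA probe; 0% = median of test compound wells and 100% = reference inhibitor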
The depositor's hits bear a star; & = joins results of further samples. Some of the compounds tested (hit frequency here may not be typical).

entry | mol | DDE Tn7 FP inh | ARFGAP1 inhibitor | PLC-beta3 inh | PLC-gamma1 inh | UHRF1 binding | MBD2 inh | KLK7 zymogen act | Tn6 DDE FP | ASAP1 GAP inh | ADAM17 inh
1 | Cc1[nH]c2ccc(OC(F)(F)F)cc2c1CCNCc1ccc(Cl)cc1 | -8.6 | 14.8 | -4.3 | 6.0 | 5.4 | -3.5 | -0.5 | -2.4 | -2.9 | 5.5
2 | O=c1c2ccc(Cl)cc2[nH]c(=S)n1-c1cccnc1 | 6.2 | -6.5 | -7.8 | -3.8 | -0.2 | 1.6 | -0.2 | 4.2 | -2.8 | -5.9
3 | CC(=NCCCn1ccnc1)c1c(O)n(-c2ccccc2)c(=O)[nH]c1=O | 3.9 | 3.8 | -9.7 | 1.2 | 2.4 | 5.0 | -0.9 | -5.9 | 3.1 | -2.9
4 | CCCCn1c(=O)c(C(=O)NCc2ccccc2Cl)c(O)c2ccccc21 | -8.5 | 6.6 | 0.2 | 6.1 | 5.0 | 0.7 | 0.4 | -9.4 | 11.1 | 4.0
5 | Cc1ccc(S(=O)(=O)NC(Cc2cnc[nH]2)C(=O)O)cc1 (configuration not stated) | -7.1 | -13.5 | 4.8 | 3.4 | 0.7 | 0.6 | 0.8 | -4.4 | -18.4 | -1.5
6 | COC(=O)C1=C(c2ccc(-c3ccccc3)c(F)c2)C[C@@H]2CC[C@H]1N2C(=O)NCc1cc(C)oc1C(F)(F)F | 3.5 | 11.8 | 7.7 | 10.0* | -1.4 | 4.3 | -0.7 | -5.2 | 6.0 | -1.0
7 | COP(=S)(OC)SCn1nnc2ccccc2c1=O | 0.5 | -3.2 | 0.3 | 1.8 | 0.4 | -0.6 | -0.4 | -1.2 | -0.7 | -5.3
8 | CC(C)OCC(O)CN1CC2C[C@@H](C1)Cn1c2cccc1=O (some centres not stated) | 3.1 | -15.6 | -8.0 | -3.7 | -0.9 | -0.5 | 0.5 | 4.6 | 4.2 | -5.9
9 | COc1ccc(C(=O)N2CCCC2=O)cc1 | -0.2 | 12.4 | 0.8 | -1.0 | -0.6 | -1.6 | -0.4 | 3.4 | -1.0 | -2.7
10 | C[C@]12CCC3C(CC[C@H]4C[C@@H](O)CC[C@]34C)C1C[C@@H](O)[C@H]2O (some centres not stated) | -3.8 | 6.2 | 8.4 | 0.2 | 2.8 | -5.6 | -0.7 | -3.6 | -2.1 | 6.8
11 | C/C(=N\Nc1ccccc1)c1c(O)n(C)c(=O)n(C)c1=O | 3.0 | 6.2 | -3.9 | -1.6 | 3.3 | 0.4 | -0.7 | -3.3 | -2.0 | -2.4
12 | Cc1ccnc(-n2c(C)cc(C=C3C(=O)N(C)C(=S)N(C)C3=O)c2C)c1 | 4.0 | 0.2 | -52.5 | -39.7 | -0.2 | 1.4 | 0.6 | 1.6 | -7.5 | -10.4
13 | Cc1ccc(N)c(C(=O)c2ccc(Br)cc2)c1 | 0.4 | 4.5 | 0.9 | -0.9 | 6.1 | -0.4 | -0.2 | 4.6 | -4.9 | 4.6
14 | O=c1c2cc(Cl)cc(Cl)c2nc(CN2CCOCC2)n1-c1ccccc1F | 2.1 | 8.4 | -0.6 | -0.4 | 2.4 | -6.5 | -0.1 | -4.3 | -7.5 | -2.7
15 | O=c1c2ccccc2nc(CN2CCOCC2)n1-c1ccccc1F | -5.2 | -6.6 | 4.3 | 5.8 | -1.3 | 6.0 | -0.4 | -4.8 | 8.3 | -2.7
16 | CCOc1cc(C2NCc3ccccc3-n3cccc32)ccc1O (configuration not stated) | -2.2 | 4.8 | -11.1 | 4.4 | -0.1 | -5.4 | 0.3 | 8.7 | -2.9 | 1.3
17 | Cc1nn(Cc2c(Cl)cccc2Cl)c(Cl)c1C(=O)O | -2.3 | -9.3 | 3.2 | -0.9 | 0.7 | 1.6 | -0.5 | 0.2 | -7.1 | -1.6
18 | CCN1CCN(c2ncnc3ccc(Br)cc23)CC1 | 8.4 | 5.9 | -6.8 | -6.9 | 0.6 | 4.8 | 0.4 | -5.1 | -1.3 | 1.0
19 | Cc1ccccc1-c1nc(CS(=O)CC(=O)N2CCC3(CC2)OCCO3)c(C)o1 (configuration not stated) | -1.7 | 3.5 | -1.3 | 2.5 | -1.8 | -1.8 | 0.4 | 4.5 | 13.2 | -5.0
20 | O=Cc1c(C(=O)O)n(Cc2ccc(Cl)cc2)c2ccccc12 | -6.7 | 0.0 | -15.4 | -9.0 | -0.7 | 3.9 | -0.3 | -3.2 | -3.1 | -3.8
21 | CCOC(=O)C1=C(N)OC(C)=C(C(=O)OCCOC)C12C(=O)Nc1ccccc12 (configuration not stated) | -2.4 | 8.0 | 3.5 | 1.7 | 0.0 | -4.5 | -0.5 | -5.5 | -8.6 | 0.2
22 | Cc1cccc(CN2CCN(C(=O)Cc3ccccc3)CC2)c1 | -3.7 | 2.0 | -3.4 | 5.7 | 0.3 | -0.7 | 0.5 | -1.6 | -14.5 | -0.7
23 | COc1ccc(/C=C/C(=O)NC(=S)N2C[C@H]3C[C@H](C2)c2cccc(=O)n2C3)cc1OC | 1.7 | -9.6 | -29.4 | -23.3 | -2.2 | -2.6 | -1.5 | 1.9 | 1.2 | -7.6
24 | C[C@]12CCCCC1=CC(=O)C1C2CC[C@@]2(C)C1C[C@@H](F)[C@@H]2O (some centres not stated) | 6.2 | 13.3 | 0.7 | -1.4 | -2.1 | 4.2 | -0.3 | 11.2 | -4.2 | -1.2
25 | CC[n+]1c(SC)ccc2cc(OC)ccc21 | 3.1 | -0.7 | -38.0 | -32.1 | -3.6 | -4.7 | 7.8 | -4.9 | -25.5 | -62.4
26 | O=C(Cn1cc(C(=O)c2ccccc2F)c2ccccc21)NC1CC1 | -1.9 | 5.2 | -7.7 | 0.8 | 0.4 | 3.2 | -0.5 | 1.8 | 13.1 | -4.4
27 | CC(=O)OCC[N+](C)(C)C | -0.5&9.2&-3.5 | 12.5&7.0&-2.7 | -1.0&2.9&0.0 | -1.0&3.3&1.9 | 1.5&-3.6&-1.9 | -1.7&-6.4&1.6 | 0.5&-0.5&-0.1 | 1.1&1.7&-0.6 | 6.9&-3.2&-19.0 | -7.0&-6.0&-1.4
28 | O=c1[nH]c2ccccc2c(=O)n1-c1cccc(Cl)c1 | 5.6 | 5.0 | -1.7 | 1.1 | -0.3 | 5.7 | -1.5 | 0.8 | -9.0 | -5.5
29 | CN1c2ccc([N+](=O)[O-])cc2CC2(C(=O)NC(=O)NC2=O)C1c1ccccc1 (configuration not stated) | -3.5 | 2.0 | -0.7 | 1.6 | -0.8 | -2.1 | 0.4 | -1.9 | -4.8 | 1.4
30 | Cc1ccccc1C(=O)N1Cc2cnnn2-c2ccccc2C1C#N (configuration not stated) | -3.5 | -3.0 | 4.1 | 1.8 | -1.5 | -1.3 | -0.9 | -2.0 | 6.4 | 0.3
31 | O=C(Nc1ccc(Cl)cc1)N1CC2CC(C1)c1cccc(=O)n1C2 (configuration not stated) | -1.8 | 3.9 | -5.7 | 0.4 | -0.5 | 0.9 | 0.8 | 4.6 | -3.8 | -6.5
32 | COc1ccc(-c2nn(CCC#N)cc2C(=O)Nc2ccc(C(C)=O)cc2)cc1 | -6.8 | 8.8 | -3.4 | -0.3 | 0.4 | -7.2 | -0.1 | 7.3 | 5.0 | -1.9
33 | CC[C@H](C)[C@@H](C(=O)N1CCCC1c1nccs1)N(C)C(=O)[C@H](CC(C)C)N(C)C(=O)[C@H](Cc1ccc(OC)cc1)N(C)C(=O)/C=C(\C)OC (some centres not stated) | -1.5 | 5.0 | -5.8 | 4.0 | -1.6 | 1.3 | 0.4 | -3.7 | -14.7 | 1.5
34 | C[C@H]1CN([C@@H](C)CO)C(=O)CCCn2cc(nn2)CO[C@@H]1CN(C)C(=O)Oc1cccc2ccccc12 | -5.3 | 13.3 | -1.2 | -3.2 | -1.5 | -4.3 | -0.3 | 4.4 | 5.1 | 0.4
35 | CCC(=NCCCN(CC)CC)c1c(O)n(C2CCCCC2)c(=O)[nH]c1=O | 4.7 | 1.8 | 0.7 | -3.9 | 9.1 | -0.8 | -0.7 | 6.2 | -5.0 | -4.8
36 | Cc1ccc(Cl)cc1-n1c(O)c(C=NCCCN2CCOCC2)c(=O)[nH]c1=O | -7.7 | 8.9 | 2.0 | 1.4 | -1.7 | -1.2 | 0.7 | -9.0 | -0.4 | -1.9
37 | CN1C[C@H](CO)C[C@@H]2c3cccc4[nH]cc(c34)C[C@H]21 | 2.5 | -2.8 | -26.7 | -19.2 | 4.6 | -8.0 | 0.2 | 5.1 | 6.2 | -7.1
38 | CC1(C)CN=C(Nc2ccc(F)c(F)c2)S1 | 0.7 | 5.1 | 4.6 | 3.5 | -0.6 | -0.1 | -0.5 | 10.6 | 9.8 | 8.3
39 | Clc1ccc2c(c1)C(OC1CN3CCC1CC3)c1ccccc1CS2 (configuration not stated) | -3.2 | 12.7 | -0.5 | 2.8 | 1.3 | 0.4 | 0.4 | -0.3 | -5.1 | -1.6
40 | C=CCN1C(=O)NC(=O)C(Cc2ccc(OC)c(OC)c2)C1=O (configuration not stated) | -4.0 | 4.5 | -0.5 | -0.1 | 0.2 | 1.2 | 0.3 | -9.9 | -8.0 | 2.5
41 | CC(C)CCC1(CN2CCCC2=O)C(=O)NC(=O)NC1=O | -3.7 | 10.9 | -2.2 | 4.5 | -1.7 | 3.4 | 0.3 | 1.1 | 6.1 | -5.9
42 | CCC(CO)NC(=O)C1C=C2c3cccc4[nH]cc(c34)CC2N(C)C1 (configuration not stated) | 3.1 | 11.4 | -183.2 | -141.2 | 9.8 | 3.7 | 7.0 | -5.0 | 9.6 | -92.5
43 | CCCCC/C(=N\O)c1c[nH]c2ccccc12 | -6.9 | 9.9 | 1.9 | 3.1 | 8.8 | 1.9 | 0.1 | -3.4 | 6.5 | 0.9
44 | c1ccc(C2(N3CCCCC3)CCCCC2)cc1 | -1.9 | 1.6 | -1.5 | 1.8 | -0.6 | -1.9 | -0.1 | -0.6 | -11.3 | -1.1
45 | COc1ccccc1N1CCN(Cc2cnc(-c3ccccc3)[nH]2)CC1 | 3.2 | -11.0 | -3.4 | -1.2 | -0.8 | -4.2 | 0.4 | 8.7 | -5.5 | -2.1
46 | Cc1cccc(C)c1NC(=O)c1cccn(Cc2ccc3c(c2)OC(F)(F)O3)c1=O | 6.0 | 7.2 | -1.9 | -5.0 | -1.4 | 2.5 | 0.3 | 0.3 | 1.9 | -3.7

Complete entries as entered above. Screens in order: DDE Tn7 FP inh	ARFGAP1 inhibitor	PLC-beta3 inh	PLC-gamma1 inh	UHRF1 binding	MBD2 inh	KLK7 zymogen act	Tn6 DDE FP	ASAP1 GAP inh	ADAM17 inh
COc1ccccc1N1CCN(Cc2cnc(-c3ccccc3)[nH]2)CC1 is listed with 3.2	-11.0	-3.4	-1.2	-0.8	-4.2	0.4	8.7	-5.5	-2.1
CCCCC/C(=N\O)c1c[nH]c2ccccc12 is listed with -6.9	9.9	1.9	3.1	8.8	1.9	0.1	-3.4	6.5	0.9
